# Source: PubChem (several laboratories)
# Smad3 inh: Smad3/FoxH1 peptide binding inhibitors, primary screen, biochemical, TR-FRET; TR-FRET Smad3/Dy647-FoxH1 peptide binding, europium anti-His; inhibition, % at 25 µM; Mothers against decapentaplegic homolog 3 (Homo sapiens), P84022; 88,000 compounds, 0.29% hits;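 active = compounds that reduce the energy-transfer binding signal between the protein and its labelled peptide by more than half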;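 also: 0% = Smad3 plus labelled peptide maximal FRET and 100% = peptide-only background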
# VCAM1 TNFa inh: inhibitors of TNFa-induced VCAM1 expression, primary screen, imaging, HUVEC, TNFa stimulus, immunofluorescence | HUVEC TNFa-induced VCAM-1 immunofluorescence, high-content imaging | inhibition, % at 2 µM | 95,000 compounds, 0.48% hits;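 active = inhibition above the batch mean plus 3 SD, with images confirmed as a hit by eye, cut at about 37% in these data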;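 also: 0% = TNF-stimulated DMSO wells and 100% = unstimulated control wells; not every result past the cut was called active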
# HUVEC tox TNFa: cytotoxicity in TNFa-stimulated HUVEC, primary screen, cytotoxicity control for VCAM1 expression modulator project, imaging, Hoechst nuclei count; AID 848, 2007; cell count reduction, % at 2 µM; HUVEC TNFalpha-stimulated, Hoechst cell count; 93,000 compounds, 0.17% hits;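 active = cell count reduction exceeding the screen mean by over 5 SD, scaled to untreated wells per plate, cut at about 78% in these data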;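 also: cells counted after 24 h of TNF alpha exposure following the 1 h pretreatment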
# Pyk2 oligo antag: antagonists of Pyk2 self-association, primary screen, Q293 cells, FERM NanoBiT luminescence, HTS; stronger effect = lower value; AID 1347419, 2020; Protein-tyrosine kinase 2-beta (Homo sapiens), Q14289; z-score (the deposit names both 25 µM and 10 µM); 99,000 compounds, 0.83% hits;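 active = Z-score of -3 or lower, scaled per plate to the spread of control and sample wells; inactive = z-score above -3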;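 also: negative z-score means lost luminescence so less FERM oligomerization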
# Target sequence (Q14289 whole entry, looked up): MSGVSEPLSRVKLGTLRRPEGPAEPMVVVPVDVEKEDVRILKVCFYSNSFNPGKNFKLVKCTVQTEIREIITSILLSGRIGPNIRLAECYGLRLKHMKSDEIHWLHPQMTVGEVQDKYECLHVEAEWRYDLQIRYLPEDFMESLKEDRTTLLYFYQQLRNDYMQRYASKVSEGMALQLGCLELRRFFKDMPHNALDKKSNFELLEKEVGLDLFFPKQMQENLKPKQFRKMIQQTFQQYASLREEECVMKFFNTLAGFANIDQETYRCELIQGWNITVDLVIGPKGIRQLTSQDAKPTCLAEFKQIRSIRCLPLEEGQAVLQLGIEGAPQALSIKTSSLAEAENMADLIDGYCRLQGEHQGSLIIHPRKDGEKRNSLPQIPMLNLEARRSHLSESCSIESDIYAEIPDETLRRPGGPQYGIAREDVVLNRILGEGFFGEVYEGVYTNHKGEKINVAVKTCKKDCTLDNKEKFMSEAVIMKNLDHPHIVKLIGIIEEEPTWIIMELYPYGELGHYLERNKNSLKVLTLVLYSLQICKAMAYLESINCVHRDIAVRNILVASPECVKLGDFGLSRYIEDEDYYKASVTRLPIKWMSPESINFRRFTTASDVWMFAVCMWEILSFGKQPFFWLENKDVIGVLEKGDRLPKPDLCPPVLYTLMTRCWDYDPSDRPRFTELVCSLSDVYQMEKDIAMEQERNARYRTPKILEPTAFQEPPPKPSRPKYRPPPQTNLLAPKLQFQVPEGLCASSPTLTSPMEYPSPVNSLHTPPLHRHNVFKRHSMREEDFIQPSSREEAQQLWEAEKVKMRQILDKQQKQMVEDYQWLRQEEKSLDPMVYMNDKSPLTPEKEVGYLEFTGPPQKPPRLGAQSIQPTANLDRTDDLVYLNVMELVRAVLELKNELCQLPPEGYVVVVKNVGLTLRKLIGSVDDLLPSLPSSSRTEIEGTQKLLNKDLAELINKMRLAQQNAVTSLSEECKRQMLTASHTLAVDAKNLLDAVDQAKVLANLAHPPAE
# Fibroblast inh: antiproliferative effect on LL 47 fibroblasts – human, LL 47 cells, CellTiter-Glo luminescence, primary screen. LL 47 human lung fibroblast viability, ATP luminescence; stronger effect = lower value. viability, % at 10 µM. 85,000 compounds, 1.1% hits. AID 719, 2007;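 active = viability at or below 50% in the single dose screen; inactive = viability above 50%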;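 also: compound exposure lasted 72 h before the ATP readout; 100% = median luminescence of untreated cell-only wells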
#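 Assay system: human lung fibroblast line LL 47, low passage. Input: 1,150 fibroblasts seeded per well. Times: overnight cell rest, 72 h compound treatment at 37 °C. Evaluation: % viability of median cell-only signal. Technique: luminescent ATP detection, CellTiter-Glo. Control set: cell-only wells, no compound.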
# F-actin modifier: modifiers of F-actin cytoskeleton organization, primary screen, imaging, HUVEC, phalloidin staining, high-content imaging. HUVEC TNFa F-actin phalloidin imaging. inhibition, % at 2 µM. 91,000 compounds, 0.18% hits;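 active = inhibition above the batch mean plus 3 SD and confirmed as a hit by visual image inspection, cut at about 30% in these data, passing the limit was not always enough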; also: strong numbers were not always called active
# HUVEC prolif 384: inhibitors of HUVEC proliferation, primary screen, cell-based, 384-well. CellTiter-Glo luminescence, 72 h; stronger effect = lower value. viability, % at 10 µM (by protocol). 86,000 compounds, 1.1% hits;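 active = viability at or below 30%; inactive = viability above 30%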;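 also: 100% = median luminescence of DMSO-only cell control wells on each plate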
# IL1B cytotox: cytotoxicity in IL-1B stimulated HUVEC, primary screen, cytotoxicity control for IL-1B NFkB translocation project, imaging, Hoechst nuclear count, IL-1B stimulus. 94,000 compounds, 0.41% hits. cell count reduction, % at 2 µM. HUVEC cell count loss;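 active = cell count reduction more than 3 SD above the screen-wide mean, cut at about 70% in these data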;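 also: normalized per plate to untreated control cells as the no-loss baseline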
# H69AR inhibit: proliferation blockers of H69AR lung cancer cells, primary screen, cell-based, human, 86K library. H69AR lung tumor viability, ATP luminescence, 72 h; stronger effect = lower value. viability, % at 10 µM. 85,000 compounds, 6% hits. AID 598, 2007;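 active = viability at or below 40%; inactive = viability above 40%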;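 also: multidrug resistant small cell line overexpressing MRP-1 efflux transporter; 100% = mean luminescence of untreated control wells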
# The depositor's hits bear a star; . = no result given; [ ] = dose if it differs, or a comment. These rows are one share of the data; rates above refer to the full screens.
Compound	H69AR inhibit	Pyk2 oligo antag	F-actin modifier	Smad3 inh	Fibroblast inh	HUVEC prolif 384	HUVEC tox TNFa	IL1B cytotox	VCAM1 TNFa inh
Cc1cccc(NCc2nc3ccccc3n2Cc2ccccc2)c1	95	0.35	4	0	100	104	5	16	28
COC(=O)c1cc2c(ccn2-c2ccc(F)cc2)n1C(C)C	92	1.4	3	0	91	110	-10	-11	14
CCOc1cccc(CNc2ccc(O)cc2)c1OCc1ccc(Cl)cc1Cl	.	-1.4	-1	.	.	.	4	4	9
Cn1nnnc1SCc1cc(=O)[nH]c2ccccc12	.	0.92	-2	.	.	.	-3	-3	-6
CC(C)(C#N)Nn1cnnc1	102	0.23	-15	-4	95	84	-4	-27	8
O=c1c2ccccc2c(-c2ccc(F)cc2)nn1-c1ccc(C(F)(F)F)cc1	.	-1.1	-28	.	.	.	-14	-94	19
COCCNC(=O)CSc1nc2c(n1-c1ccccc1)CCCC2	89	0.86	.	16[fluorescence artefact?]	97	95	.	12	.
Cc1ccc(-n2c(C)cc(/C=N/NC(=O)CC3(C)OCCO3)c2C)c(C)c1	86	0.41	-21	10	93	109	-1	23	7
CCOC(=O)CC(N)c1ccc(OC)cc1 (stereo not drawn)	92	-0.2	-16	9	106	101	10	-19	14
COCCNC(=O)CN(c1ccccc1OC)S(C)(=O)=O	88	0.48	-12	-1	94	88	-24	-10	6
Cc1nnc2sc(-c3ccc(NC(=O)c4cccnc4)cc3)nn12	10*	.	-2	-8	103	99	-22	5	9
CCCC(C)NCC(=O)Nc1ccccc1-c1ccccc1 (stereo not drawn)	.	-0.55	0	.	.	.	-5	-15	1
O=C(Oc1ccc([N+](=O)[O-])cc1)c1cc(-c2ccccc2)nc2ccccc12	.	-0.73	-8	.	.	.	14	-2	14
O=C1N(O)C2(C=CCCC2)/C(=N\O)C12CCCCC2 (stereo not drawn)	95	-0.11	-4	-8	104	100	-21	-11	-9
Cn1c2ccccc2n2c(=O)c(=O)n(CC(=O)c3ccc(F)cc3)nc12	.	-1.6	-17	.	.	.	-5	-4	0
O=C(CSc1n[nH]c(-c2cccnc2)n1)Nc1ccccc1	98	-0.66	4	1	92	107	-27	-14	-5
O=P(CCNCc1ccco1)(c1ccccc1)c1ccccc1	.	0.33	10	.	.	.	-5	-14	14
CC(C)C(=O)Nc1nnc(CCc2nnc(NC(=O)C(C)C)s2)s1	80	-0.34	28	7	94	83	-17	-9	12
CCOc1ccc(Nc2ncnc(N)n2)cc1	93	-0.25	1	14	103	91	-28	-19	23
CCCN(CCC)C(=O)Cn1c(=O)n(CCCCC(=O)NC2CCCC2)c(=O)c2ccccc21	74	-0.59	0	10	105	94	1	13	5
COc1cccc(CN(C(=O)c2cc3ccccc3oc2=O)C2CC2)c1	97	-0.56	6	-2	96	110	-28	-8	-4
Fc1ccc(C(c2nnnn2C2CCCC2)N(Cc2ccco2)CC2CCCO2)cc1 (stereo not drawn)	55	-1.2	-8	9	89	105	-9	4	7
Cc1cccc2cc(CN(Cc3ccc(F)cc3)C(=O)C(F)(F)F)c3nnnn3c12	76	-1	10	10	103	88	2	-2	-3
COCCn1c(C)cc(C(=O)COC(=O)c2ccc(NC(=O)CC#N)cc2)c1C	104	-0.12	-12	10	88	95	1	3	-12
COc1ccc(Cc2nn3c(Cn4nnc5ccccc54)nnc3s2)cc1	.	0.12	-23	.	.	.	25	0	4
COc1cc(C)ccc1S(=O)(=O)N1CCN(C23CC4CC(CC(C4)C2)C3)CC1	78	-2.5	.	-10	101	101	-6	-10	1
COc1cccc(NC(=O)CCS(=O)(=O)c2cccs2)c1	98	0.93	.	9	.	88	.	.	.
COc1ccc(NC(=O)COC(=O)CCCc2c[nH]c3ccccc23)cc1	97	2	-16	16	95	102	.	2	-48
CSCCC1NC(=O)N(CC(=O)Nc2c(Cl)cc(Cl)cc2Cl)C1=O (stereo not drawn)	.	0.08	8	.	.	.	-24	-10	-9
Cc1ccccc1N(CC(=O)NCCSC1CCCCC1)S(=O)(=O)c1ccccc1	.	-1.3	-5	.	.	.	7	-51	2
O=C(Nc1ccccc1)N1CCc2ccccc21	85	1	0	13	97	83	-8	-43	-8
COc1ccc(C2=C(C)CC(C)(C)NC2=O)cc1OC	87	-0.12	25	-10	97	107	-46	-111	16
N#CC1=C(SCC(=O)c2cc3ccccc3oc2=O)NC(=O)C(C#N)C12CCCC2 (stereo not drawn)	83	-0.48	13	-6	101	84	-6	-5	0
Cc1nnc(SCC(=O)c2cc(C)n(-c3c(C)n(C)n(-c4ccccc4)c3=O)c2C)s1	94	1	.	11	98	93	.	.	.
O=C(NC1CCS(=O)(=O)C1)c1c(NC(=O)C2COc3ccccc3O2)sc2c1CCCC2 (stereo not drawn)	23*	-0.26	-9	-85[fluorescence artefact?]	102	85	.	18	6
C=CCOC(=O)CN1C(=O)c2ccccc2C1=O	101	0.71	.	0	97	97	.	.	.
Cc1ccc(-c2ccc(NC(=O)C3C4C=CC(C4)C3C(=O)O)cc2)o1 (stereo not drawn)	.	0.04	1	.	.	.	-17	-25	-33
O=C(Nc1ccc(F)cc1)Nc1ccc(Cl)cn1	65	-0.13	-39	-8	98	88	-8	19	0
CCn1cc(C(=O)NCCOC)c(=O)c2ccc(C)nc21	84	0.54	-11	1	102	95	-10	-27	-11
COc1cccc(C2CC(=O)N3CN(c4cccc(Cl)c4C)CSC3=C2C#N)c1OC (stereo not drawn)	91	.	2	2	110	98	-52	-4	8
O=C(Cn1c(-c2cscn2)nc2ccccc21)Nc1ccc2ccccc2c1	78	-2.6	-31	1	79	51	-16	-10	28
Cc1noc2ncnc(Sc3ccccc3Cl)c12	2.0*	-0.77	-1	-2	68	18*	-28	12	7
Cc1oc2c(CN3CCOCC3)c(O)ccc2c(=O)c1-c1ccccc1	73	-0.16	1	10	95	89	-33	-35	21
CC1(C)CC(=O)c2sc(NC(=O)C3COc4ccccc4O3)nc2C1 (stereo not drawn)	89	.	4	5	102	101	-10	-31	6
Cc1cc(C)cc(NC(=O)C2CCCN(c3nc(C)cc(C)n3)C2)c1 (stereo not drawn)	62	2	.	-5	97	86	.	.	.
COc1ccc(-c2csc(Cc3nnc(N4CCOCC4)n3-c3ccccc3)n2)cc1OC	.	0.82	-4	.	.	.	0	-6	-1
COC(=O)c1c(NC(=O)C2CC(=O)NN2Cc2ccccc2)sc(C)c1C (stereo not drawn)	.	-1.3	11	.	.	.	-12	8	-12
CCn1c(C(=O)N2CCCC(C(=O)NCCCc3ccccc3)C2)cc2sccc21 (stereo not drawn)	71	-0.41	34	2	96	86	-31	-6	20
COc1ccc(NC(=O)c2coc3ccccc23)cc1OC	103	0.38	-6	17	106	110	-4	-20	2
O=C(CNC1=NCCC1)c1ccc2c(c1)OCCO2	.	0.72	-16	.	.	.	6	-65	-25
O=C(Cc1csc(Nc2nc(=S)[nH]c3ccccc23)n1)NCc1ccc(Cl)cc1	.	0.22	-11	.	.	.	0	8	14
Cc1cccc(OCc2nc(C#N)c(NCc3ccc4c(c3)OCO4)o2)c1	98	1.4	-12	-2	102	94	10	16	2
Cc1ccc(C)c(-n2nnnc2SCC(=O)Nc2c(C)n(C)n(-c3ccccc3)c2=O)c1	99	-0.13	-2	7	106	112	-17	4	-10
CCOc1ccc(Nc2nc3c(c(=O)[nH]2)CCC3)cc1	.	-0.87	14	-1	95	97	2	34	12
O=c1cc(-c2ccccc2)[nH]n1-c1nc2ccccc2[nH]1	.	0.15	3	-3	27*	54	-20	-8	10
COC(=O)NNC(=O)c1cccc(C)c1	.	-0.49	2	.	.	.	-13	.	1
CCOC(=O)N1CCN(c2nc(C)c3c(n2)CCCC3=O)CC1	105	0.11	-9	1	98	112	-18	-7	-7
O=C(NNc1nc2ccccc2s1)C1CC1	.	0.37	28	.	.	.	-12	-17	-4
C=CCn1c(SCc2ccc(C#N)cc2)nnc1-c1ccccc1	87	0.14	-11	-6	107	97	0	31	-5
CCC(=O)N1CC2(CC(c3cccc([N+](=O)[O-])c3)=NO2)C[C@H]1C(=O)NCC(N)=O (stereo partly drawn)	.	.	-3	.	.	.	12	10	14

# Next section:
Compound	H69AR inhibit	Pyk2 oligo antag	F-actin modifier	Smad3 inh	Fibroblast inh	HUVEC prolif 384	HUVEC tox TNFa	IL1B cytotox	VCAM1 TNFa inh
COc1ccc(C(O)(C(=O)NNc2ccc(C)cc2)c2cccs2)cc1 (stereo not drawn)	.	-0.25	-2	.	.	.	-11	18	20
Clc1cccc(-c2ccc(/C=N/n3cnnc3)o2)c1	88	-0.27	.	2	100	55	.	.	.
Cc1noc(C)c1C(=O)Nc1ccc(F)cc1F	96	-0.3	-9	3	101	99	-7	9	4
C=CCn1c(SCC(=O)NC(=O)NC2CCCC2)nnc1C1CCCCC1	.	0.72	8	.	.	.	-4	-10	22
CN1CCC(=NNC(=O)C(=O)NCc2ccccc2)CC1	.	0.33	15	.	.	.	-15	-9	7
CC1(C)C(N(O)C(=O)Nc2ccccc2)N(c2cccc(Cl)c2)C(=O)N1O (stereo not drawn)	100	1.1	1	-8	103	92	-17	-52	10
COCCn1c(CN2CCC(Cc3ccccc3)CC2)nc2c1c(=O)n(C)c(=O)n2C	53	0.34	-4	-3	94	101	-4	-13	18
CC(C)Cn1c(=O)c2c(nc3n2CCCN3CCc2ccccc2)n(C)c1=O	34*	-0.62	10	9	93	97	-17	-12	19
Cc1cc(C(=O)CN2C(=O)c3cccc(N)c3C2=O)c(C)n1Cc1cccs1	.	0.05	-5	.	.	.	9	-20	14
Brc1cccc(-c2nnc3sc(CN4CCC5(CC4)OCCO5)cn23)c1	86	1.6	35	7	88	89	-26	26	14
CC1=C(C(=O)Nc2ccccc2)C(c2ccc(C(C)C)cc2)N2C(=O)CSC2=N1 (stereo not drawn)	.	0.42	-7	.	.	.	2	5	-5
O=c1c2ccccc2nc2c3ccccc3c(N3CCOCC3)nn12	77	.	.	8	95	96	.	.	.
CCc1nnc(NC(=O)C2Cc3ccccc3CN2S(=O)(=O)c2cccs2)s1 (stereo not drawn)	71	-1.7	.	0	88	96	.	-12	.
COc1cccc(C2NC(=O)NC(O)(C(F)(F)F)C2C(=O)c2cccnc2)c1OC (stereo not drawn)	95	0.1	.	6	102	99	.	.	.
NS(=O)(=O)c1ccc(NC(=O)C2COc3ccccc3O2)cc1 (stereo not drawn)	111	.	.	7	106	105	-7	13	-3
